Source: PubChem BioAssay (Sanford-Burnham Center for Chemical Genomics)
ATG4B inh – ATG4B protease inhibitors, primary screen, biochemical, fluorescence, uHTS. inhibition, % at 8.33 µM. Cysteine protease ATG4B (Homo sapiens), Q9Y4P1. ATG4B cleavage of LC3-PLA2, NBD-HPC fluorescence, 1 h. hit rate 0.51% among 340,000; in the data active = inhibition above about 40%
Target sequence (Q9Y4P1 whole entry, looked up): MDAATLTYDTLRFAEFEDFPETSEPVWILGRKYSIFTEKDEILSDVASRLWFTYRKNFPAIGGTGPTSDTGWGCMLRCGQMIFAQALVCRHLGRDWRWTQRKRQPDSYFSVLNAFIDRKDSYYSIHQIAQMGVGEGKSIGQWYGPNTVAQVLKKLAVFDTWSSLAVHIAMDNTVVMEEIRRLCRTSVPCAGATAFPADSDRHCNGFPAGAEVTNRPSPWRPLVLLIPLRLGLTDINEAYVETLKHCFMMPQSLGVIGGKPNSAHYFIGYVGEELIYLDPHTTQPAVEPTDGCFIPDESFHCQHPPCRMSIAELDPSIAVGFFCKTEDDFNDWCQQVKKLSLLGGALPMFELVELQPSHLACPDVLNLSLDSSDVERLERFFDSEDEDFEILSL
mIAP inh – inhibitors of mouse IAP, primary screen, biochemical, luminescence, uHTS | inhibition, % at 10 µM | AID 2806, 2010 | hit rate 0.2% among 330,000 | purified mouse IAP, CDP-Star luminescence, 30 min | intestinal alkaline phosphatase [Mus musculus];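 active = inhibition of at least 40% at 10 µM in the primary screen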;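 also: plate controls were DMSO with enzyme for no effect and no enzyme wells for full effect; values of inactives mirror those of a sister screen read the other way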
mIAP act – activators of mouse IAP, primary screen, biochemical, luminescence, uHTS | intestinal alkaline phosphatase [Mus musculus] | muIAP, CDP-Star luminescence, 30 min; active compounds read high; 1 = vehicle-only enzyme signal, 0 = enzyme-free wells | activation factor at 10 µM | hit rate 0.24% among 330,000;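 active = activation factor of at least 2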; also: the source names both 10 and 20 µM as test concentration; values of inactives mirror those of a sister screen read the other way
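System: Mouse IAP enzyme | Also added: CDP-Star substrate | Dosing: Compounds dispensed in DMSO | Schedule: 30 min enzyme-substrate-compound incubation at room temperature | Technique: Chemiluminescence readout | Control set: DMSO-only wells and no-enzyme negative control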
MIN6 prolif – inducers of MIN6 beta-cell proliferation, primary screen, ATP luminescence, uHTS. MIN6 cells proliferation, ATPlite luminescence, 48 h; cells starved in 0.2% serum; 100% = growth in 10% serum. proliferation, % at 10 µM. hit rate 0.29% among 330,000;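 active = compounds whose signal lies at least 3.5 SD above the mean of all wells on their plate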;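 also: 0% = DMSO-treated cells in low-serum medium and 100% = 10% serum control; some compounds called inactive have numbers as strong as hits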
A3G deaminase – APOBEC3G DNA deaminase inhibitors, primary screen, biochemical, fluorescence, single-stranded DNA substrate, uHTS. DNA dC->dU-editing enzyme APOBEC-3G (Homo sapiens), Q9HC16. recombinant A3G, ssDNA deamination FAM/TAMRA fluorescence. inhibition, % at 20 µM. hit rate 0.28% among 330,000. AID 493012, 2011;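 active = inhibition of at least 40% at 20 µM, with no more than 30% in the related APOBEC3A deaminase screen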;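 also: plate controls were DMSO wells with A3G for no effect and wells lacking A3G enzyme for full effect; some compounds called inactive have numbers as strong as hits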
Target sequence (Q9HC16 whole entry, looked up): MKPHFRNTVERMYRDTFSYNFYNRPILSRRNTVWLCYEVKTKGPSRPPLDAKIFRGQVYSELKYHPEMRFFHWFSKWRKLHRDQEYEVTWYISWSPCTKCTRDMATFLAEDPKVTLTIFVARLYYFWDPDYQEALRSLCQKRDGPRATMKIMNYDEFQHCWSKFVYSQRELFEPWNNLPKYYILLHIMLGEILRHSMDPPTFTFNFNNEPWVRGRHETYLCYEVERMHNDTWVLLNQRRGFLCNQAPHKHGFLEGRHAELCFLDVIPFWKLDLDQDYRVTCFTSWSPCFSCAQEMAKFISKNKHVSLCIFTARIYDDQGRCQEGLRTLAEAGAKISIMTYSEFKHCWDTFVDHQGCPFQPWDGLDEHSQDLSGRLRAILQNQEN
hIAP block – human IAP inhibitors, primary screen, biochemical, luminescence, uHTS | purified IAP, CDP-Star luminescence, 30 min | inhibition, % at 10 µM | hit rate 0.12% among 330,000 | Intestinal-type alkaline phosphatase (Homo sapiens), P09923;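 active = inhibition reaching a set limit with compound at 10 µM in the primary screen, cut at about 35% in these data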;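 also: plate controls were DMSO wells with enzyme for no effect and no-enzyme buffer wells for full effect; values of inactives mirror those of a sister screen read the other way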
APOBEC3A inh – APOBEC3A ssDNA deaminase inhibitors, primary screen, selectivity assay for APOBEC3G inhibitor project, biochemical, FAM/TAMRA oligo cleavage fluorescence. recombinant A3A, FAM/TAMRA ssDNA deamination fluorescence. inhibition, % at 20 µM. hit rate 0.41% among 330,000;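 active = at least 40% inhibition at 20 µM here, with at most 30% in a related deaminase screen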;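 also: plate controls were A3A with DMSO for no effect and wells lacking A3A enzyme for full effect; some results filed as inactive read as strong as hits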
Target sequence (P31941 whole entry, looked up): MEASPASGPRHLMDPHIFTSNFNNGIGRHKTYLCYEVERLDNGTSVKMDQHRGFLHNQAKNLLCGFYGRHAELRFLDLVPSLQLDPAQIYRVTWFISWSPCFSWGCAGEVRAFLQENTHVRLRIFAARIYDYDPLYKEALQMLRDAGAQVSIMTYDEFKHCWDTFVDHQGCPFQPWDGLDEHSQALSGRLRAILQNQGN
MPTP block – mitochondrial permeability transition pore inhibitors, primary screen, biochemical, isolated mouse mitochondria, absorbance; Ca2+ swelling absorbance, 30 min; inhibition, % at 10 µM; hit rate 1.4% among 360,000; AID 602449, 2012;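 active = inhibition of 50% or more, scaled per plate between neutral and stimulator controls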;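 also: 0% = DMSO wells given calcium and 100% = 1 mM EGTA wells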
hIAP activ – human IAP activators, primary screen, biochemical, luminescence, uHTS; Intestinal-type alkaline phosphatase (Homo sapiens), P09923; purified human IAP, CDP-Star luminescence, 30 min; active compounds read high; 1 = vehicle-only enzyme, 0 = enzyme-free background; activation factor at 10 µM; hit rate 0.16% among 330,000; AID 2524, 2010;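 active = activation factor of the enzyme at least 2-fold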; also: the source names both 10 and 20 µM as test concentration; values of inactives mirror those of a sister screen read the other way
Numbers without * were called inactive; . = no result given.

Molecule	ATG4B inh	mIAP inh	mIAP act	MIN6 prolif	A3G deaminase	hIAP block	APOBEC3A inh	MPTP block	hIAP activ
CCCc1nc(SCC(=O)Nc2nnc(SCC)s2)c2c(=O)n(C)c(=O)n(C)c2n1	-4	9	0.91	-5	1	-14	1	7.4	1.1
Cc1cc(C)cc(N(CC(=O)NC2CCCC2)C(=O)CCC(=O)Nc2cc(C)on2)c1	-4	-2	1	-2	-2	-7	2	-0.2	1.1
C=CCn1c(SCC#N)nc2c(c1=O)C(C)(C)Cc1ccccc1-2	3	-3	1	-2	2	-6	2	0.6	1.1
C/C(CC(=O)C(F)(F)F)=N\NC(=O)/C(C#N)=C/N(C)C	3	-12	1.1	-1	-4	-15	-1	-0.6	1.1
CCOC(=O)c1c[nH][nH]c1=O	1	-3	1	0	-5	-3	-3	0.0	1
Cc1ccc(NC(=O)CSc2nnc(CNC(=O)c3cccs3)o2)c(C)c1	-1	8	0.92	1	-3	2	3	-0.1	0.98
CCOc1ccc(N2CC(C(=O)Nc3ccc(S(=O)(=O)Nc4nccs4)cc3)CC2=O)cc1 (stereo not drawn)	3	2	0.98	0	-8	-6	-5	-1.1	1.1
CS(=O)(=O)c1nc(-c2ccc(Br)cc2)n[nH]1	-4	18	0.82	-2	-11	-11	41*	-0.5	1.1
CCCN(CCC)CCCNC(=O)c1cc2c(=O)n(C)c3ccccc3c2n1C	2	-15	1.1	-4	-8	0	0	-1.6	1
COc1ccc(NC(=O)O/N=C/c2ccc(Br)cc2)cc1	-2	13	0.87	-2	-5	-4	-4	-0.6	1
CC1CN(C(=O)c2ccc(COCC(F)(F)F)o2)CC(C)O1 (stereo not drawn)	-5	0	1	-4	-5	-9	-3	1.0	1.1
Cc1cccc(OC(=O)Cn2c(C(F)(F)F)nc3ccccc32)c1	0	-26	1.3	1	-4	-7	-3	-4.2	1.1
C#Cc1ccc(CN2CCN(CCc3ccccc3)C(CCO)C2)cc1 (stereo not drawn)	-2	-5	1	-2	-5	10	-7	0.8	0.9
Cc1[nH]c2ccccc2c1C(=O)COC(=O)c1ccc([N+](=O)[O-])s1	-15	10	0.9	-7	-2	2	1	-1.9	0.98
O=C(NCC1CCCO1)c1ccc2c(=O)n(CC3CCCO3)c(=S)[nH]c2c1 (stereo not drawn)	-14	-3	1	1	-4	7	-5	-0.6	0.93
OCC1OC(n2nnc3ccccc32)C(O)C(O)C1O (stereo not drawn)	0	-2	1	1	2	0	3	-0.7	1
COc1cc(NC(=O)c2ccccc2)c(C)cc1NC(=O)CC(CC(=O)O)c1ccccc1 (stereo not drawn)	-6	4	0.96	-1	-3	-14	-1	-0.1	1.1
COc1ccc(CCNC(=O)C(=O)NCC2OCCN2S(=O)(=O)c2ccc3c(c2)OCCO3)cc1 (stereo not drawn)	-8	1	0.99	0	-3	-15	-4	-0.2	1.2
O=C(Cc1ccc(Br)cc1)Nc1ccccc1Sc1ccccc1	2	-21	1.2	-3	-3	-13	4	12	1.1
CCCN(C(=O)CSc1nc(C2CC2)n(-c2ccccc2)n1)C1CCS(=O)(=O)C1 (stereo not drawn)	-2	-8	1.1	1	-1	13	-2	0.0	0.87
CC1(C)Cc2c(c(-c3ccco3)[nH]c(=O)c2C#N)CO1	11	-1	1	5	1	20	3	0.7	0.8
O=C(CNC(=O)c1cccs1)NCCN1CCC(Cc2ccccc2)CC1	.	-5	1	-1	3	13	1	.	0.87
COCCCN1C(=O)c2ccc(C(=O)NCc3ccco3)cc2C1=O	-5	-4	1	-1	0	-11	-1	-1.7	1.1
Cc1cccc(NC(=O)c2ccco2)c1C	7	1	0.99	0	-5	7	-1	-0.9	0.93
Cc1ccc2cc(CCNC(=O)C(C)C)c(=O)[nH]c2c1C	-7	8	0.92	4	2	-6	-1	0.3	1.1
COC(=O)c1ccc(-c2sc3nc(N4CCOCC4)c4c(c3c2N)CC(C)(C)OC4)o1	-6	-38	1.4	-1	-4	9	-3	-0.5	0.91
O=C(COC(=O)CN=C1NS(=O)(=O)c2ccccc21)Nc1ccccc1OC(F)F	2	2	0.98	-2	-10	3	1	-0.2	0.97
CC1(O)N(Cc2ccccc2)C(=O)OC12CCCCC2 (stereo not drawn)	1	8	0.92	-1	1	6	2	-0.5	0.94
CCCCn1c(CN(C)Cc2ccccc2)nc2c1c(=O)n(C)c(=O)n2C	-14	5	0.95	-4	1	2	0	43	0.97
O=C(COC(=O)C1CCC(=O)N1)Nc1cc(Cl)ccc1Cl (stereo not drawn)	-5	3	0.97	-2	-8	-5	2	-0.3	1
CCc1cc(C(=O)NC(C)C2CCCO2)cs1 (stereo not drawn)	5	-11	1.1	-3	18	24	-2	-0.4	0.76
CCCCNC(=O)Cn1c2c(c(-c3ccccc3Cl)cc1=O)CCC2	9	13	0.87	4	-3	4	0	2.2	0.96
CCOC(=O)c1c(-c2ccccc2)oc2ccc(OCC(O)CNCCN(C)C)cc12 (stereo not drawn)	8	5	0.95	-6	-8	-7	-2	-2.8	1.1
O=C(Nc1ccc(Cl)cc1)NC1CCCCNC1=O (stereo not drawn)	-4	-2	1	1	-9	3	-1	1.9	0.97
CC(C)C(C)NC(=O)CSc1nnc(-c2c[nH]c3ccccc23)o1 (stereo not drawn)	-7	-11	1.1	1	-13	-2	-1	0.2	1
Cc1ccc(-c2cc(N)n(-c3ccc(C)cc3)n2)cc1	-13	5	0.95	-1	-5	9	-2	-1.1	0.91
CCN(CC)CCNC(=O)Cn1nc(-c2ccc(C)cc2)ccc1=O	3	-8	1.1	-3	1	-58	-1	-0.6	1.6
O=C(Nc1nccs1)C1CC(=O)N(c2ccccc2Cl)C1 (stereo not drawn)	-7	0	1	-4	-4	14	-3	-0.2	0.86
CCNC(=S)N(CCc1c(C)[nH]c2ccc(C)cc12)Cc1cccs1	-18	-10	1.1	-6	-7	0	-3	-0.4	1
O=C(NC1CCCCC1)C(=O)N(Cc1cccnc1)C(C(=O)NCc1ccco1)c1ccccc1 (stereo not drawn)	.	-7	1.1	-1	-11	-26	-4	.	1.3
C=CCc1cc(Cl)ccc1OCCN(C)C	-1	-4	1	-1	-6	14	-3	11	0.86
CCOC(=O)C1CCCN(S(=O)(=O)c2nc3nc(C)cc(C)n3n2)C1 (stereo not drawn)	6	9	0.91	1	-6	-8	-2	1.6	1.1
COC(=O)c1sccc1NC(=S)Nc1ccc(F)cc1	-13	-2	1	0	-10	-2	-1	4.0	1
COC(=O)[C@]12C(=O)NC[C@H](CN1c1ccc(C(F)(F)F)cc1)N2C	8	-5	1	-1	-4	-9	2	-1.3	1.1
Cc1cc(C)nc(N/N=C/C2=C(O)CC(c3ccc(F)cc3)CC2=O)n1 (stereo not drawn)	-9	6	0.94	0	-6	5	-5	-5.3	0.95
CC1(c2ccc(Cl)cc2)NC(=O)N(CC(=O)N2CCCC2)C1=O (stereo not drawn)	-1	8	0.92	1	1	13	1	0.0	0.87
CC(C)n1c(SCC(=O)Nc2ccccc2)nc2c1c(=O)[nH]c(=O)n2C	-1	2	0.98	0	-10	3	-5	3.7	0.97
CC1CCCC(C)N1C(=O)c1cc(-c2ccco2)on1 (stereo not drawn)	0	2	0.97	0	-9	-13	-4	-1.1	1.1
CCOC(=O)CC(=O)CSc1ccc2nnc(-c3cccc(F)c3)n2n1	-4	12	0.89	-5	-4	16	1	-1.5	0.84
CCOC(=O)c1cccc(NC(=O)Cn2c(CC(=O)N3CCCC3)nc3ccccc32)c1	.	-8	1.1	-1	5	-1	4	.	1

Arranged by number of heavy atoms (falling): some entries from above.
Molecule	ATG4B inh	mIAP inh	mIAP act	MIN6 prolif	A3G deaminase	hIAP block	APOBEC3A inh	MPTP block	hIAP activ
CCOC(=O)CC(=O)CSc1ccc2nnc(-c3cccc(F)c3)n2n1	-4	12	0.89	-5	-4	16	1	-1.5	0.84
COC(=O)[C@]12C(=O)NC[C@H](CN1c1ccc(C(F)(F)F)cc1)N2C	8	-5	1	-1	-4	-9	2	-1.3	1.1
C=CCc1cc(Cl)ccc1OCCN(C)C	-1	-4	1	-1	-6	14	-3	11	0.86

Continuation:
Molecule	ATG4B inh	mIAP inh	mIAP act	MIN6 prolif	A3G deaminase	hIAP block	APOBEC3A inh	MPTP block	hIAP activ
CC(C)CNC(=O)c1cc2nc(C3CC3)cc(C(F)(F)F)n2n1	-1	-1	1	-2	-6	1	-4	-1.6	0.99
Nc1nnc(-c2cccc([N+](=O)[O-])c2)s1	-7	-6	1.1	4	1	10	0	-2.5	0.9
O=C(CN(Cc1cccs1)C(=O)CNS(=O)(=O)c1ccc(Cl)cc1)NCC1CCCO1 (stereo not drawn)	1	-3	1	3	-7	5	-1	-0.2	0.95
CCOC(=O)c1cnn(-c2cc(Oc3ccccc3)ncn2)c1N	8	3	0.97	2	-8	-1	-5	4.2	1
CN(CCN(C)C(=O)c1[nH]cnc1C(=O)Nc1ccccc1)C(=O)c1[nH]cnc1C(=O)Nc1ccccc1	-16	10	0.91	5	-6	-65	-5	-2.4	1.6
CCCn1cnnc1CNC(=O)C1CCC(=O)N(CCc2ccc(OC)cc2)C1 (stereo not drawn)	2	0	1	-2	-1	-11	0	0.4	1.1
O=C(Nc1ccc2nc(N3CCOCC3)sc2c1)c1ccc(F)cc1	0	-10	1.1	2	1	2	4	-0.5	0.98
CC(=O)NCCc1nc2cc(NS(=O)(=O)c3ccccc3)ccc2n1C	0	-2	1	-3	-5	4	-1	0.8	0.96
COc1ccc(S(=O)(=O)N2CCC(C(=O)N[C@H](C(=O)NCc3ccncc3)C(C)C)CC2)cc1	-7	5	0.95	7	-3	-7	1	-3.5	1.1
Cc1cccn2c(=O)c3cc(C(=O)NCCc4ccccc4)c(=N)n(CCCn4ccnc4)c3nc12	-10	3	0.97	-3	10	2	9	-0.6	0.98
O=C(Nc1ccccn1)C1CCN(C(=O)Nc2ccccc2)CC1	3	2	0.98	0	-10	-10	-4	-2.6	1.1
Cn1c(=O)[nH]c(=O)c2c1nc(SCCN1CCCCC1)n2CCCc1ccccc1	-11	4	0.96	3	38	-3	-1	-1.3	1
CCn1c2ccccc2c2cc(NC(=O)COC(=O)c3ccccc3Br)ccc21	-5	-7	1.1	0	1	5	-2	-0.2	0.95
COc1ccc(CCN2C(=O)CC(NNC(=O)c3cccc(O)c3)C2=O)cc1 (stereo not drawn)	-1	-2	1	-2	-6	-15	2	-0.5	1.2
CC1CCCCN1C(=O)c1ccc(S(=O)(=O)N2CCCCC2C)cc1 (stereo not drawn)	-1	8	0.92	-2	-4	-6	-18	0.4	1.1
CN(C)C(=O)N1CCC(C(=O)N2CCCC(C(=O)c3cccc4ccccc34)C2)CC1 (stereo not drawn)	-10	-4	1	-1	-5	-17	-5	1.8	1.2
O=C1C=C(c2ccnc3cc(Cl)ccc23)C[C@@H](c2ccc3c(c2)OCO3)C1	-3	3	0.97	-7	4	3	1	10	0.97
